PG9 Ab binder: PG9 antibody binding by small molecule; TR-FRET gp120-PG9 antibody binding; inhibition, % at 6.7 µM; 360,000 compounds, 0.43% hits; AID 624416; in the data active = inhibition above about 8.5%
HTRA1 inh: inhibitors of human serine peptidase HTRA1; Q92743; 340,000 compounds, 0.5% hits; recombinant HTRA1, FP-rhodamine activity-based probe, fluorescence polarization; inhibition, % at 5.96 µM; in the data active = inhibition above about 36%;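 also: 0% = enzyme with DMSO and 100% = wells lacking enzyme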
MBD2 DNA inh: MBD2-methylated oligo binding inhibition; Q9UBB5; inhibition, % at 4.4 µM; AID 686964; 370,000 compounds, 0.31% hits; TR-FRET, MBD2 binding to methylated oligonucleotide; in the data active = inhibition above about 13%
mABHD4 FP: ABHD4 (mouse) inhibition, primary FP screen; Q8VD66; purified mABHD4, FP-Rh probe fluorescence polarization; inhibition, % at 8.92 µM; 370,000 compounds, 0.54% hits; AID 720543;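 active = inhibition exceeding the mean over every tested compound plus 3 SD, cut at about 30% in these data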;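 also: 0% = plate median of compound wells and 100% = S159A mutant with DMSO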
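Test system: mABHD4 protein; Read-out basis: % inhibition; Incubation: 45 min + 60 min at 25 °C; Repeats: single replicate; Technique: fluorescence polarization with parallel and perpendicular emission, 525/598 nm; Compound: 8.92 µM, single dose; Benchmarks: full inhibition S159A mutant plus DMSO, zero as sample-well median.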
UHRF1 MBD2 ctr: UHRF1 methyl-DNA binding inhibition. inhibition, % at 4.4 µM. UHRF1 binding to methylated oligo, TR-FRET. 370,000 compounds, 0.75% hits; in the data active = inhibition above about 21%;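 also: UHRF1 SRA domain binding a hemimethylated CpG hairpin DNA probe; 0% = median of test compound wells and 100% = reference inhibitor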
Target sequence (Q96T88 whole entry, looked up, the tested form may be a part): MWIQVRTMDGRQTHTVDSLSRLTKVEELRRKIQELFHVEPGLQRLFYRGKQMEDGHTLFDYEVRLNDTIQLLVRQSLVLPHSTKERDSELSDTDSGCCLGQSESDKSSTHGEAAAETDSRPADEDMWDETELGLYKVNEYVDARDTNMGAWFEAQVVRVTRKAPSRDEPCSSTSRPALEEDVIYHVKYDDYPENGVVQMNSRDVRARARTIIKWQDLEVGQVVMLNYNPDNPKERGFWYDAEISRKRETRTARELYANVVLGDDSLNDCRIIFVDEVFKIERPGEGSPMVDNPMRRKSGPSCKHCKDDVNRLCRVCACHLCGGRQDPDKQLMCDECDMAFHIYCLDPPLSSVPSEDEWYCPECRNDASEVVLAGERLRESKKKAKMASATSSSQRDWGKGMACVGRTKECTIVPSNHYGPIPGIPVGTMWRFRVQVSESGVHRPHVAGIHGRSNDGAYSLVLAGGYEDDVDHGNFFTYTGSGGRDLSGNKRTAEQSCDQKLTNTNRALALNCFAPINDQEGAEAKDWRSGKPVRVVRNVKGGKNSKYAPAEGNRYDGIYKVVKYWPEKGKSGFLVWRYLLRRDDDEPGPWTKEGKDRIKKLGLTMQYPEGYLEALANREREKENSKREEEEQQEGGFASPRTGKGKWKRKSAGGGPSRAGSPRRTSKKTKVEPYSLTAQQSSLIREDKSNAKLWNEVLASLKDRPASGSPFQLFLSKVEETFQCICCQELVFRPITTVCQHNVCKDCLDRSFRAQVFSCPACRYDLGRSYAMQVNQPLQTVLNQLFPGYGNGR
LEDGF integ inh: blocks HIV-1 LEDGF/p75-dependent DNA integration; 370,000 compounds, 0.64% hits; TR-FRET IN-LEDGF/p75 DNA integration, Eu/Cy5; inhibition, % at 3.7 µM;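 active = inhibition above the screen-wide mean plus 3 SD, cut at about 13% in these data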;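 also: signal is the Cy5 over europium emission ratio at 671 and 618 nm; 0% = plate median of compound wells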
rCAG binder: binds r(CAG) RNA repeats. inhibition, % at 3 µM. 370,000 compounds, 1.3% hits. r(CAG) RNA repeat, TO-PRO-1 dye displacement fluorescence;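 active = inhibition above the plate cutoff, the mean of all test compounds on that plate plus 3 SD, cut at about 35% in these data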;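 also: 0% = DMSO alone and 100% = 100 µM mitoxantrone as full dye displacement; higher means more dye released from RNA so lower well fluorescence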
Rev-erbA mod: Rev-erb alpha (human) modulation; Rev-erbα–FITC-DNA binding, fluorescence polarization, 90 min; AID 1259318; activity, % at 10 µM; 370,000 compounds, 0.79% hits; P20393;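 active = activity above about 14%, limit read from the data; passing the limit was not always enough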;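 also: 0% = DMSO wells with 35 nM protein and 100% = DMSO wells with 750 nM protein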
PRMT1 FP inh: PRMT1 (human) inhibition, primary screen; recombinant PRMT1, activity-based probe fluorescence polarization; inhibition, % at 2.79 µM; 370,000 compounds, 1.3% hits; AID 652257;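 active = inhibition above about 21% made by adding two undisclosed values, limit read from the data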
TCR-CD3 inh: human TCR-CD3 binding inhibition; inhibition, % at 9.4 µM; TAMRA-labeled TCR probe fluorescence, biochemical; 360,000 compounds, 0.37% hits; in the data active = inhibition above about 19%;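 also: recombinant mutant TCR 2C K166C tagged with TAMRA read by polarization; 0% = receptor in buffer alone and 100% = receptor with positive control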
The depositor's hits bear a star; / = not tested or not shown. Not all compounds are listed; rates above refer to the full screens.

1) CC(=O)Nc1cccc(NC(=O)CCn2cnc3cc(C)c(C)cc32)c1
2) Cc1c(C(=O)N2CCN(C3CCS(=O)(=O)C3)CC2)oc2ccc(Cl)cc12 (stereo not drawn)
3) O=C(CCN1CCc2ccccc2C(O)(c2ccccc2)C1)c1ccc2c(c1)OCCO2 (stereo not drawn)
4) Cc1cc(/C=N/NC(N)=S)c(O)c(/C=N/NC(N)=S)c1
5) Cc1ccc2c(c1)c1c3n2CCN(C(=O)CCl)C3CCC1 (stereo not drawn)
6) CNC(=O)/C=C/c1cc(C(=O)c2ccc(Cl)cc2Cl)cn1C
7) CCCCCCCCNC(=O)/C(C#N)=C/c1ccc(SC)cc1
8) CCOc1cc(/C=C/C(=O)NCCc2ccc(S(N)(=O)=O)cc2)ccc1OCC(C)C

Screen / compound no.,1,2,3,4,5,6,7,8
PG9 Ab binder,0.0,0.1,1.8,-1.7,-5.7,-0.8,0.1,-0.2
HTRA1 inh,-3,7,-10,24,5,-3,-2,-20
MBD2 DNA inh,-1,1,-3,-5,-2,-4,2,-2
mABHD4 FP,-4,6,0,15,-3,0,1,-18
UHRF1 MBD2 ctr,-3,-1,1,-16,1,-3,7,1
LEDGF integ inh,1,0,0,-1,-4,2,-2,1
rCAG binder,3,1,5,-442,-4,-5,5,8
Rev-erbA mod,0,-4,3,19,2,0,7,4
PRMT1 FP inh,-2,-2,52*,75*,1,-2,0,-3
TCR-CD3 inh,0,4,1,25*,-5,2,-5,-1

9) COc1ccccc1/C=C(\NC(=O)c1ccc(OC)c(OC)c1)C(=O)Nc1cccc([N+](=O)[O-])c1
10) O=C(Nc1nnc(-c2ccco2)o1)c1ccc(N2C(=O)CCC2=O)cc1
11) COc1ccccc1N(CC(=O)Nc1ccc2c(c1)OCCO2)S(=O)(=O)c1ccc(C)cc1
12) Cc1cc(/C=N/NC(=O)c2cccc(F)c2)c(C)n1-c1ccccc1
13) COc1ccc(F)cc1S(=O)(=O)Nc1cc2c3c(c1)CC(=O)N3CCC2
14) CSc1nc2ccc(NC(=O)COc3ccccc3F)cc2s1
15) Cc1cccc(C(=O)O/N=C2\CCS(=O)(=O)c3sccc32)c1
16) COc1ccc(CC(=O)OCC(=O)Nc2ccc3[nH]c(=O)[nH]c3c2)cc1

Screen / compound no.,9,10,11,12,13,14,15,16
PG9 Ab binder,-1.1,1.7,0.1,-1.5,-0.4,3.0,0.2,-2.0
HTRA1 inh,1,2,-18,-9,5,-8,6,2
MBD2 DNA inh,-3,-5,-4,-6,-2,-2,-4,3
mABHD4 FP,2,2,7,4,-3,-6,-1,7
UHRF1 MBD2 ctr,-1,-2,4,-4,-1,-4,1,2
LEDGF integ inh,-3,0,-6,-2,4,1,2,-1
rCAG binder,1,4,10,2,11,5,1,-5
Rev-erbA mod,-2,-3,-6,13,1,1,-5,-3
PRMT1 FP inh,-2,7,2,-2,-5,-5,0,1
TCR-CD3 inh,4,2,-7,4,-7,1,1,-6

17) Nc1cc(N)nc(SCc2cccc(F)c2)n1
18) COc1ccc(-c2cc(C(F)(F)F)nc(SCC(=O)NCCN3CCOCC3)n2)cc1OC
19) CCCc1cc(=O)n2[nH]c(SCc3ccccc3)nc2n1
20) Cc1ccccc1N(CC(N)=O)S(C)(=O)=O
21) C=CCNC(=O)C1CC1(c1cccc(C)c1)c1cccc(C)c1 (stereo not drawn)
22) CC(C)C(=O)N1CCN(c2ccccc2NC(=O)Cc2ccc(Cl)cc2)CC1
23) Cc1ccc(S(=O)(=O)Nc2cc(C(=O)NCCN(C)C)ccc2N2CCCC2)cc1
24) CSCCC(NC(=O)COc1ccccc1)C(=O)NCCOc1ccccc1 (stereo not drawn)

Screen / compound no.,17,18,19,20,21,22,23,24
PG9 Ab binder,-2.0,0.7,0.2,0.7,-0.6,0.4,-1.3,-1.2
HTRA1 inh,6,5,4,-2,/,-4,-2,1
MBD2 DNA inh,0,6,-1,-4,4,2,3,2
mABHD4 FP,6,5,-8,-14,-6,0,-1,5
UHRF1 MBD2 ctr,4,3,5,7,0,0,-3,-2
LEDGF integ inh,4,7,-3,4,-7,0,-1,2
rCAG binder,2,-3,5,6,-10,-4,-1,-2
Rev-erbA mod,-3,3,-1,5,-4,1,2,9
PRMT1 FP inh,0,4,4,-3,3,1,-4,-3
TCR-CD3 inh,-2,-3,-2,-8,-12,-1,4,2

25) COCCSc1nnc(NC(=O)C2CCN(C(=O)c3ccco3)CC2)s1
26) Cc1ccccc1N1CCN(S(=O)(=O)c2ccc3c(c2)oc(=O)n3C)CC1
27) CCN(CC)C(=O)CC[C@@H]1CC[C@]2(CCCN(Cc3nccs3)C2)O1
28) CC(=O)Nc1cccc(-c2ccnc3c2CC(C)(C(=O)NCCC(F)(F)F)O3)c1 (stereo not drawn)
29) CCOc1ccccc1N1CCN(C(=O)C2CSC3(C)CCC(=O)N23)CC1 (stereo not drawn)
30) Clc1ccccc1Nc1c2c(nc3ncnn13)CCC2
31) CCCN1CCN(CCCNC(=O)C2CCN(c3nnc(-n4c(C)ccc4C)s3)CC2)CC1
32) CN(CC(=O)Nc1ccc(F)cc1)C(=O)CCc1nc2ccccc2c(=O)[nH]1

Screen / compound no.,25,26,27,28,29,30,31,32
PG9 Ab binder,-0.2,/,/,0.1,0.4,-2.6,-0.8,2.4
HTRA1 inh,4,/,/,/,3,-1,3,6
MBD2 DNA inh,-3,-6,-4,-1,-1,-3,1,-6
mABHD4 FP,4,-2,5,-4,-2,-3,-7,3
UHRF1 MBD2 ctr,-1,-3,-1,0,-1,-5,-3,-3
LEDGF integ inh,-4,4,-4,8,6,0,2,4
rCAG binder,-2,5,2,0,-3,0,-5,3
Rev-erbA mod,-3,-2,1,-6,-1,-2,1,1
PRMT1 FP inh,-1,-3,0,1,-6,-1,-4,-4
TCR-CD3 inh,-2,/,/,2,-4,4,2,6

33) COc1cc(/C=C/C(=O)O)ccc1OS(=O)(=O)c1c(C)cc(C)cc1C
34) O=C(CSc1nncs1)Nc1cc(S(=O)(=O)N2CCOCC2)ccc1N1CCCC1
35) CCOc1ccccc1NC(=O)c1cc(SC)ccc1Cl
36) COc1ccc(C(=O)N2CCC(n3c(C)nc4cc(F)ccc43)CC2)cc1OC
37) Cc1nc(CNS(=O)(=O)c2cc([N+](=O)[O-])ccc2C)cs1
38) CCOCCCNC(=O)c1ccc(CS(=O)(=O)Cc2ccc(C)cc2)o1
39) CCOc1ccccc1-n1c(SCC(=O)NC(C)(C)C)nnc1-c1ccoc1C
40) CN(C)c1nc2c(N)ncnc2n1[C@H]1O[C@@H](CO)[C@H](O)[C@@H]1O

Screen / compound no.,33,34,35,36,37,38,39,40
PG9 Ab binder,2.6,-0.8,1.1,0.2,-1.7,0.5,3.1,-0.1
HTRA1 inh,-14,4,-20,-3,-4,1,-3,2
MBD2 DNA inh,-3,3,1,-2,-4,-2,-3,3
mABHD4 FP,-12,-6,0,-2,-4,1,5,5
UHRF1 MBD2 ctr,1,-1,0,-1,-1,1,11,0
LEDGF integ inh,2,6,-3,-2,1,-3,-1,-1
rCAG binder,36*,0,2,-3,1,-6,-11,0
Rev-erbA mod,1,6,-2,-1,4,5,1,-5
PRMT1 FP inh,1,0,2,-2,-5,0,-1,1
TCR-CD3 inh,7,-1,5,9,4,-1,-2,1

One compound at a time (already shown).
`O=C(CCN1CCc2ccccc2C(O)(c2ccccc2)C1)c1ccc2c(c1)OCCO2` (stereo not drawn) is listed with PG9 Ab binder = 1.8; HTRA1 inh = -10; MBD2 DNA inh = -3; mABHD4 FP = 0; UHRF1 MBD2 ctr = 1; LEDGF integ inh = 0; rCAG binder = 5; Rev-erbA mod = 3; PRMT1 FP inh = 52*; TCR-CD3 inh = 1
`Nc1cc(N)nc(SCc2cccc(F)c2)n1` is listed with PG9 Ab binder = -2.0; HTRA1 inh = 6; MBD2 DNA inh = 0; mABHD4 FP = 6; UHRF1 MBD2 ctr = 4; LEDGF integ inh = 4; rCAG binder = 2; Rev-erbA mod = -3; PRMT1 FP inh = 0; TCR-CD3 inh = -2

Next section:
41) CCOC(=O)c1oc2ccccc2c1CSc1nnc(-c2ccco2)o1
42) CC(C)Cc1nnc(NC(=O)CCC(=O)NCc2ccccc2Cl)s1
43) COc1cccc(-c2cc(NC(C)=O)c3ncc(-c4cccc(C(C)=O)c4)n3c2)c1
44) Brc1cnc(N2CCCC2)nc1N1CCCCC1
45) CC1CCCN(CCOc2ccc(Br)cc2)C1 (stereo not drawn)
46) Cn1nc(C(=O)N2CCc3ccccc32)c2ccccc2c1=O
47) COc1ccc(C(=O)C(C)OC(=O)CNC(=O)C2CCCCC2)cc1 (stereo not drawn)
48) CN(Cc1ccccc1)C(=O)c1cnc(Cc2c[nH]c3ccccc23)c(I)c1

Screen / compound no.,41,42,43,44,45,46,47,48
PG9 Ab binder,0.5,-0.9,0.5,0.3,-1.4,1.2,-1.1,0.8
HTRA1 inh,-14,12,/,-5,-3,-1,3,/
MBD2 DNA inh,-4,2,2,-2,2,1,1,-1
mABHD4 FP,-5,7,-13,-1,8,9,-2,2
UHRF1 MBD2 ctr,-1,-3,1,-1,-1,13,2,-3
LEDGF integ inh,3,-3,4,1,3,0,2,3
rCAG binder,-3,2,8,2,-2,-4,-2,5
Rev-erbA mod,-2,7,3,-2,-5,-1,-3,16*
PRMT1 FP inh,-3,-3,-3,0,-1,1,-2,3
TCR-CD3 inh,6,6,-2,9,6,-9,7,11

49) CCOC(=O)C1C[C@@H](O)C=CC1=O (stereo partly drawn)
50) CC(Oc1cc2oc(=O)c3c(c2cc1Cl)CCCC3)C(=O)NCc1ccccn1 (stereo not drawn)
51) CCCCCC(=O)Nc1ccc(S(=O)(=O)Nc2nccc(C)n2)cc1
52) O=C(N/N=C/c1ccc(Br)s1)c1ccccc1[N+](=O)[O-]
53) CCOC(=O)c1cc(-c2ccccc2)sc1N

Screen / compound no.,49,50,51,52,53
PG9 Ab binder,/,2.2,-0.6,1.3,2.8
HTRA1 inh,/,1,-6,25,1
MBD2 DNA inh,-3,6,0,-4,5
mABHD4 FP,0,-7,-1,-2,-10
UHRF1 MBD2 ctr,-2,3,-2,1,5
LEDGF integ inh,-4,1,3,-1,-4
rCAG binder,/,3,1,0,14
Rev-erbA mod,3,0,-4,3,-3
PRMT1 FP inh,2,5,0,-1,8
TCR-CD3 inh,/,1,0,4,1

Screening results: PubChem, several laboratories
